Bioassay records deposited in PubChem BioAssay by Sanford-Burnham Center for Chemical Genomics.
NR3A LBD binder: modulators (binders) of human NR3A ligand-binding domain | NR3A LBD differential scanning fluorimetry, Tm shift; 0% = protein alone, 100% = glycine-bound protein | 2.5% of 340,000 active | Tm shift relative to glycine control, % at 25 µM | AID 1259313;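 active = melting temperature shift of at least 10% of the positive control shift, at one fixed dose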
mIAP act: mouse IAP activation; muIAP, CDP-Star luminescence, 30 min; stronger effect = higher value; 1 = vehicle-only enzyme signal, 0 = enzyme-free wells; activation factor at 10 µM; 0.24% of 330,000 active; AID 2805;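 active = activation factor of at least 2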; note: the source names both 10 and 20 µM as test concentration; values of inactives mirror those of a sister screen read the other way
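Assay system: mouse IAP enzyme; reagent: chemiluminescent substrate CDP-Star; dosing: test compounds delivered from DMSO solution; schedule: 30 min at room temperature; measured by: luminescence from enzymatic CDP-Star hydrolysis; controls: DMSO-only wells and no-enzyme negative control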
beta cell repl: inducers of beta-cell replication in MIN6 cells. 0.29% of 330,000 active. MIN6 cells proliferation, ATPlite luminescence, 48 h; cells starved in 0.2% serum; 100% = growth in 10% serum. proliferation, % at 10 µM. AID 2380;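 active = compounds whose signal lies at least 3.5 SD above the mean of all wells on their plate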;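 note: 0% = DMSO-treated cells in low-serum medium and 100% = 10% serum control; some compounds called inactive have numbers as strong as hits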
APOBEC3A inh: inhibitors of human APOBEC3A DNA deaminase; recombinant A3A, FAM/TAMRA ssDNA deamination fluorescence; 0.41% of 330,000 active; inhibition, % at 20 µM; AID 493011;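 active = at least 40% inhibition at 20 µM here, with at most 30% in a related deaminase screen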;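 note: plate controls were A3A with DMSO for no effect and wells lacking A3A enzyme for full effect; some results filed as inactive read as strong as hits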
hIAP block: blocks human intestinal alkaline phosphatase. P09923. purified IAP, CDP-Star luminescence, 30 min. inhibition, % at 10 µM. 0.12% of 330,000 active. AID 2544;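 active = inhibition reaching a set limit with compound at 10 µM in the primary screen, cut at about 35% in these data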;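 note: plate controls were DMSO wells with enzyme for no effect and no-enzyme buffer wells for full effect; values of inactives mirror those of a sister screen read the other way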
Target sequence (P09923 whole entry, looked up): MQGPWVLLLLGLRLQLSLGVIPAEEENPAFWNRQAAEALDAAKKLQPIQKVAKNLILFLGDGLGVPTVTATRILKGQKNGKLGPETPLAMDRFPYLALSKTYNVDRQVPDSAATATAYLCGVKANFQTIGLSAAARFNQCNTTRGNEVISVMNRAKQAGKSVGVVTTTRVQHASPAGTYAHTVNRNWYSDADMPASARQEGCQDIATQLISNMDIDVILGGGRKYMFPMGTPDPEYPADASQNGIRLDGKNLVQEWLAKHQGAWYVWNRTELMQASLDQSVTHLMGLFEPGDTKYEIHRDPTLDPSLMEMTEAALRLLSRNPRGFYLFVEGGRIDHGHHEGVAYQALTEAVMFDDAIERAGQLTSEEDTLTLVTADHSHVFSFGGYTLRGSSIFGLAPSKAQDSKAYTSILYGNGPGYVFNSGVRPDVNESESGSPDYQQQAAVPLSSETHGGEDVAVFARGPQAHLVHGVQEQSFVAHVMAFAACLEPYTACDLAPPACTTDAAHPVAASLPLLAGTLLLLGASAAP
APOBEC3G inh: APOBEC3G (human) deaminase inhibition. inhibition, % at 20 µM. recombinant A3G, ssDNA deamination FAM/TAMRA fluorescence. 0.28% of 330,000 active. Q9HC16;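 active = inhibition of at least 40% at 20 µM, with no more than 30% in the related APOBEC3A deaminase screen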;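 note: plate controls were DMSO wells with A3G for no effect and wells lacking A3G enzyme for full effect; some compounds called inactive have numbers as strong as hits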
Target sequence (Q9HC16 whole entry, looked up): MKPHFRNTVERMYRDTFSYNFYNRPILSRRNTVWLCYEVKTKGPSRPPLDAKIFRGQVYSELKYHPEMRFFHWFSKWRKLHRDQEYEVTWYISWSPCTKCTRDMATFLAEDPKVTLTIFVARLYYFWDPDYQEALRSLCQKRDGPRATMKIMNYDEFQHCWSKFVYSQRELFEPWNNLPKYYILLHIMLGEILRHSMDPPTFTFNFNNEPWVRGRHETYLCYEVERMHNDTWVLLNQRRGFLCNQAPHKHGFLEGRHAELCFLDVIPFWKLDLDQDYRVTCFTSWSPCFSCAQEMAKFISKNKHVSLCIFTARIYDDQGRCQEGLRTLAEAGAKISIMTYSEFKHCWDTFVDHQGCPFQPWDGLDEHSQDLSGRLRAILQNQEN
hIAP act: increases human intestinal alkaline phosphatase activity. P09923. purified human IAP, CDP-Star luminescence, 30 min; stronger effect = higher value; 1 = vehicle-only enzyme, 0 = enzyme-free background. activation factor at 10 µM. 0.16% of 330,000 active;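 active = activation factor of the enzyme at least 2-fold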; note: the source names both 10 and 20 µM as test concentration; values of inactives mirror those of a sister screen read the other way
mIAP inh: mouse IAP inhibition; purified mouse IAP, CDP-Star luminescence, 30 min; inhibition, % at 10 µM; 0.2% of 330,000 active; AID 2806;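 active = inhibition of at least 40% at 10 µM in the primary screen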;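 note: plate controls were DMSO with enzyme for no effect and no enzyme wells for full effect; values of inactives mirror those of a sister screen read the other way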
MPTP inh: blocks calcium-induced mitochondrial swelling; isolated mouse mitochondria, Ca2+ swelling absorbance, 30 min; inhibition, % at 10 µM; 1.4% of 360,000 active; AID 602449;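 active = inhibition of 50% or more, scaled per plate between neutral and stimulator controls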;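 note: 0% = DMSO wells given calcium and 100% = 1 mM EGTA wells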
Active calls of the source: *; . = no result given.

Value order: NR3A LBD binder, mIAP act, beta cell repl, APOBEC3A inh, hIAP block, APOBEC3G inh, hIAP act, mIAP inh, MPTP inh
- CCn1c(CSc2nnc(C)n2-c2ccccc2)nc2cc(S(=O)(=O)N(C)C)ccc21
  0, 1.1, 4, -2, 6, -5, 0.94, -8, -0.6
- Fc1ccccc1OCCCCCCN1CCCC1
  2, 1, -5, -5, 2, -7, 0.98, 0, 1.6
- C/C(CCc1ccc2c(c1)OCO2)=N\NC(=O)c1ccccc1Cl
  0, 1, 0, -1, 19, -1, 0.81, -4, 0.2
- Cc1sc2nc(C3CC3)nc(SCC(=O)NCc3ccco3)c2c1C
  -3, 0.92, 1, 1, 10, 3, 0.9, 8, 0.2
- CCS(=O)(=O)NC(C)C(c1cccs1)N1CCN(C)CC1 (stereo not given)
  2, 0.99, 0, -6, 2, -5, 0.98, 1, -2.7
- Cc1cc(C)cc(NC(=O)Nc2cnccn2)c1
  1, 1.3, -3, 0, 19, 0, 0.81, -30, -1.0
- Cc1[nH]n(C(N)=S)c(=O)c1C(c1ccccc1)C(C#N)C#N (stereo not given)
  -1, 0.99, -3, -7, -13, -1, 1.1, 1, 2.0
- S=c1[nH]nc(-c2ccccn2)n1/N=C/c1cccc2ccccc12
  0, 0.89, 1, -3, -17, 66*, 1.2, 11, -9.8
- COc1ccc(NC(=O)c2cc([N+](=O)[O-])ccc2NC(=O)CNC2CCCCC2C)c(OC)c1 (stereo not given)
  0, 0.91, -2, 0, 4, 0, 0.96, 9, 1.4
- CCc1ccc(N2CC(C(=O)N/N=C/c3cccc([N+](=O)[O-])c3)CC2=O)cc1 (stereo not given)
  -6, 0.91, -2, -2, -12, -7, 1.1, 9, 2.5
- COC(=O)c1sc2ncccc2c1OCc1ccc(Cl)cc1
  2, 0.98, 2, 0, 10, -5, 0.9, 2, 1.2
- CCOC(=O)C1CCCN(C(=O)c2cnn3c(C(F)(F)F)cc(-c4ccccc4)nc23)C1 (stereo not given)
  -9, 0.92, 2, -2, 20, -8, 0.8, 8, -0.2
- O=C(CCSc1ccc(Cl)cc1)c1ccco1
  1, 0.98, -6, -2, 4, -6, 0.96, 2, 0.1
- O=S(=O)(c1cnc[nH]1)N1CCCCCC1
  0, 0.88, -5, 1, 5, -2, 0.95, 12, -0.4
- C=CCn1c(SCc2ccc(C#N)cc2)nnc1-c1ccc(C)cc1
  0, 1, -1, -3, -12, -6, 1.1, -1, -0.5

5 entries from above, comma-delimited.
Molecule,NR3A LBD binder,mIAP act,beta cell repl,APOBEC3A inh,hIAP block,APOBEC3G inh,hIAP act,mIAP inh,MPTP inh
Cc1sc2nc(C3CC3)nc(SCC(=O)NCc3ccco3)c2c1C,-3,0.92,1,1,10,3,0.9,8,0.2
CCS(=O)(=O)NC(C)C(c1cccs1)N1CCN(C)CC1 (stereo not given),2,0.99,0,-6,2,-5,0.98,1,-2.7
Cc1cc(C)cc(NC(=O)Nc2cnccn2)c1,1,1.3,-3,0,19,0,0.81,-30,-1.0
Cc1[nH]n(C(N)=S)c(=O)c1C(c1ccccc1)C(C#N)C#N (stereo not given),-1,0.99,-3,-7,-13,-1,1.1,1,2.0
S=c1[nH]nc(-c2ccccn2)n1/N=C/c1cccc2ccccc12,0,0.89,1,-3,-17,66*,1.2,11,-9.8

Filtered by structure: those above with a nitro group on carbon (two)
Value order: NR3A LBD binder, mIAP act, beta cell repl, APOBEC3A inh, hIAP block, APOBEC3G inh, hIAP act, mIAP inh, MPTP inh
- COc1ccc(NC(=O)c2cc([N+](=O)[O-])ccc2NC(=O)CNC2CCCCC2C)c(OC)c1 (stereo not given)
  0, 0.91, -2, 0, 4, 0, 0.96, 9, 1.4
- CCc1ccc(N2CC(C(=O)N/N=C/c3cccc([N+](=O)[O-])c3)CC2=O)cc1 (stereo not given)
  -6, 0.91, -2, -2, -12, -7, 1.1, 9, 2.5

Later entries
Value order: NR3A LBD binder, mIAP act, beta cell repl, APOBEC3A inh, hIAP block, APOBEC3G inh, hIAP act, mIAP inh, MPTP inh
- COc1ccccc1C(=O)NCCC(=O)N(C)CC(=O)Nc1ccc(Cl)cc1
  1, 0.99, 0, 0, -8, -3, 1.1, 1, 0.6
- COC(=O)c1ccc(-c2nc3ccc(C)cc3o2)cc1
  -1, 0.94, -1, -1, -9, -11, 1.1, 6, -1.5
- C=CCNC(=S)NNC(=O)CCC(O)CCCCC (stereo not given)
  0, 1.1, -2, 3, -48, -1, 1.5, -8, -2.7
- Cc1nnsc1-c1onc(C)c1C(=O)Nc1cc(Cl)cc(Cl)c1
  7, 0.94, -4, -2, 9, -7, 0.91, 6, 84*
- O=S(=O)(NCC1CCCO1)c1ccc(Cl)c(C(F)(F)F)c1 (stereo not given)
  -15, 1, 0, -3, -3, -3, 1, -3, -0.3
- Cc1[nH]c(=S)c(C#N)c(C)c1C(=O)Nc1ccccc1
  0, 0.97, -3, -6, -27, 25, 1.3, 3, 2.2
- C=CCn1c(N)c(C(=O)NC2CCCCC2)sc1=S
  -1, 0.91, 3, -3, -12, -11, 1.1, 9, 0.8
- COc1ccccc1/C=C/C(=O)OCC(=O)c1c(N)n(C)c(=O)n(C)c1=O
  -1, 0.99, 1, 2, 10, 0, 0.9, 1, -0.6
- CC(C)NC(=O)CCCC(=O)NC(C)C
  0, 1, 0, -5, -13, -9, 1.1, 0, 0.6
- Cn1c(C(=O)N2CCN(c3ccccc3)CC2)cc2cc(Cl)ccc21
  3, 0.99, -2, -7, 5, -2, 0.95, 1, 0.5
- O=C(NCC1CCCCC1)c1ccco1
  0, 0.96, -2, 0, -8, -4, 1.1, 4, -1.0
- COc1ccc(-n2c(=S)[nH]c3cc(C(=O)NC4CCCCC4)ccc3c2=O)c(OC)c1
  1, 1.1, 0, 1, -10, -17, 1.1, -9, -0.5
- Cc1ccc(C(=O)OCC(=O)NC2CCS(=O)(=O)C2)c(C)c1 (stereo not given)
  3, 1, -3, -2, -3, -9, 1, -4, 1.3
- C/C(=N\Nc1nc2ccccc2[nH]1)c1ccccn1
  ., 0.88, -4, -1, -22, -6, 1.2, 12, -1.1
- COc1ccc(CNC(=O)c2cc(=O)c3cc(C)ccc3o2)cc1
  3, 0.94, -1, -2, 8, -8, 0.92, 6, 0.6
- CSc1ncccc1C(=O)NCCc1ccccc1
  -1, 1, 3, 1, 5, -7, 0.95, -2, -1.7
- CN(C)CCCN(C(=O)CCSc1ccccc1)c1nc2cc3c(cc2s1)OCO3
  1, 0.93, -6, 3, 1, 0, 0.99, 7, 1.0
- C=CCNC(=O)CCCOc1ccc(C)cc1
  0, 1, -2, -5, 5, -10, 0.95, -4, -1.6
- CN(C)c1ccc(Nc2nc(N)c3ccccc3n2)cc1
  -8, 1, -4, 0, -27, 5, 1.3, -4, -0.1
- Cc1ccc(CNC(=O)CNC(=O)c2ccc(Br)o2)cc1
  3, 1, 2, 1, -2, -7, 1, -4, -0.2
- Cc1c(Cl)cccc1-n1c(SCC(=O)N(C)Cc2ccccc2)nnc1-c1ccncc1
  1, 0.9, -4, 4, 2, -3, 0.98, 10, 1.6
- COCCN(CCOC)c1nc(-c2ccccc2)nc2ccccc12
  -1, 1.1, 3, -6, -4, -5, 1, -10, 1.6
- O=C(O)CSc1c[nH]c2ccccc12
  0, 0.93, 1, 0, 18, -1, 0.82, 7, -1.5
- COc1ccc(S(=O)(=O)N2CCOCC2)cc1NC(=O)CCc1c[nH]c2ccccc12
  -87, 1.1, 1, -9, -3, -3, 1, -14, 0.0
- CC1=CC=CN2C1=NC(=O)CC2(C)C(=O)N(CC(=O)NC1CCCC1)c1ccccc1C (stereo not given)
  1, 0.87, 1, -2, -7, -14, 1.1, 13, -4.7
- CC1(C)Cc2sc3c(=O)[nH]c(=S)[nH]c3c2CO1
  0, 0.96, -2, -2, 15, 8, 0.85, 4, 0.6
- CC(C)Sc1nnc2n(CCc3ccccc3)c(=O)c3c4c(sc3n12)COC(C)(C)C4
  3, 1, -2, -3, 11, -10, 0.89, 0, .
- Cc1cc2c(cc1S(=O)(=O)NCCc1ccccc1)NC(=O)CO2
  ., 0.95, -4, 0, -5, 1, 1.1, 5, -0.1
- COC(=O)CSC1=NS(=O)(=O)c2ccccc21
  -3, 0.86, -1, 3, -5, -46, 1.1, 14, -2.1
- Cc1nnc2sc(-c3ccncc3)nn12
  0, 1, -1, -3, -6, -4, 1.1, -2, -0.9
- Cc1csc(SCC(=O)Nc2nnc(C)s2)n1
  4, 0.98, 0, 4, -2, -1, 1, 2, -0.7
- Cc1ccc(-c2cc(C(=O)NCCN3CCOCC3)c3ccccc3n2)o1
  1, 1, 2, 1, -8, 3, 1.1, -1, -2.1
- O=C(CN1CCN(c2cccc(Cl)c2)CC1)NCc1ccccc1
  0, 1, 1, 4, -22, -5, 1.2, -1, 0.0
- Cc1ccc2c(c1)N(CCCC(=O)NCCC1=CCCCC1)C(=O)CO2
  -2, 0.95, 0, -1, 20, -7, 0.81, 5, -2.0
- CC(C)(C)N(NC(=O)Nc1ccccc1)C(=O)c1ccccc1
  -5, 1.3, 2, -2, -6, -2, 1.1, -34, 4.9
- Nc1ccc2nc(C3CCCCC3)[nH]c2c1
  -1, 0.98, -3, -3, -2, -2, 1, 2, 1.4
- COCc1ccc(C(=O)Nc2ccc(C(=O)O)cc2)o1
  0, 0.91, 0, 3, -3, 1, 1, 9, 2.3
- Cc1c2c(n3c(nc4ccccc43)c1C#N)N(CCN(C)C)CC2
  0, 0.95, 2, 3, -23, -5, 1.2, 4, 0.5
- Cc1ccc(CNC(=O)CSc2nc3ccsc3c(=O)n2Cc2ccccn2)cc1
  0, 1, 1, -2, -7, -5, 1.1, -4, -1.1
- CCOc1ccc(NC(=S)N(CCc2c(C)[nH]c3ccc(C)cc23)Cc2ccncc2)cc1
  -6, 1.1, -5, -3, -2, -7, 1, -10, -0.1
- Cc1cc2[nH]c(=O)c(=O)[nH]c2cc1S(=O)(=O)N1CCN(c2cccc(Cl)c2)CC1
  -16, 0.95, 0, 4, -25, -1, 1.3, 4, 0.1
- COC(=O)C1(CC2CC(c3ccncc3)=NO2)CCN(C(=O)OC(C)(C)C)CC1 (stereo not given)
  3, 1, -4, -5, 4, -12, 0.96, -4, 10
- CC(c1ccon1)N(C)Cc1cn(C)nc1-c1ccc2c(c1)OCCO2 (stereo not given)
  0, 1.1, -4, -10, -14, -2, 1.1, -8, 0.2
- O=C(COC(=O)Cc1c(F)cccc1Cl)Nc1ccc2[nH]c(=O)[nH]c2c1
  0, 0.95, -1, 3, -12, 5, 1.1, 5, 1.0
- CCC(=O)N1CCc2cc(S(=O)(=O)NCCN3CCC(C)CC3)ccc21
  0, 0.94, -1, 8, 10, 5, 0.9, 6, -0.6
- CC1=CC(=NOC(=O)c2cccc([N+](=O)[O-])c2)C=C(C)C1=O
  0, 0.93, -3, 2, -1, -4, 1, 7, 2.8
- CCCn1c(SCC(=O)NCc2cccs2)nc2c1c(=O)n(C)c(=O)n2C
  7, 1.1, -2, -4, -12, -4, 1.1, -10, -1.0
- COC(=O)[C@H](C)NC(=O)Nc1cccc(Br)c1
  1, 1.1, 6, -4, 10, -1, 0.9, -13, 5.2
- COCC(=O)Nc1ccc(-c2cn3cccnc3n2)cc1
  -2, 1.1, -1, 2, -11, 0, 1.1, -7, -3.4
- CC(C)[C@H](NC(N)=O)C(=O)Nc1ccc2c(c1)CCC2
  -3, 1.1, 1, -3, -7, -7, 1.1, -12, 0.6
